MsrA inhibitor = bovine MsrA enzyme inhibitors, primary screen, biochemical, absorbance, HTS; inhibition, % at 15.5 µM; purified bovine MsrA, absorbance read-out; actives 0.75% (n = 360,000); AID 651718, 2012; Methionine sulfoxide reductase A (Bos taurus); in the data active means inhibition above about 4.5%;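 further: 0% = vehicle wells with enzyme and 100% = reference inhibitor wells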
FAS-TE inh = FAS thioesterase domain inhibitors, primary screen, biochemical, fluorescence intensity, uHTS; recombinant FAS-TE, OMFH fluorogenic substrate, fluorescence endpoint; actives 0.67% (n = 360,000); Fatty acid synthase (Homo sapiens), P49327; inhibition, % at 15 µM; AID 602261, 2012;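 active means compounds whose normalised, plate-corrected inhibition of enzyme fluorescence in the single-dose primary screen is 50% or more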;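 further: 0% = DMSO with enzyme and 100% = substrate without enzyme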
SKN-1 inh = suppressors of acrylamide-induced Pgst-4::GFP reporter in worms, primary screen, SKN-1 inhibitor project, whole organism, uHTS, GFP/RFP fluorescence ratio, strain VP596; C. elegans VP596 Pgst-4::GFP/RFP ratio, 24 h; AID 624304, 2012; actives 0.49% (n = 360,000); inhibition, % at 21.8 µM;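 active means interference check ratio from 0.5 to 1.5 plus GFP to RFP signal ratio inhibition reaching or exceeding a fixed threshold, cut at about 30% in these data, passing the limit was not always enough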; further: some compounds called inactive have numbers as strong as hits
eLon inh = inhibitors of E. coli Lon protease, primary screen, biochemical, fluorescence polarization. purified E. coli Lon protease. inhibition, % at 7.94 µM. actives 0.42% (n = 360,000); in the data active means inhibition above about 13%, passing the limit was not always enough;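 further: 0% = enzyme with probe and DMSO and 100% = no enzyme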
MT1-MMP act inh = blockers of MT1-MMP proenzyme processing, primary screen, HT1080 RFP-PRO-GFP cells, GFP/RFP fluorescence; actives 0.061% (n = 360,000); Matrix metalloproteinase-14 (Homo sapiens), P50281; GFP/RFP ratio fluorescence, overnight; percent of plate control window, DMSO zero; GFP/RFP ratio change, % at 20 µM;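 active means GFP/RFP ratio change of at least 30% with cell ATP level not reduced by more than half and red fluorescence within 50% of control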; further: strong numbers were not always called active
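Assay system: HT1080 cells carrying an RFP-PRO-GFP reporter | Dosing: Single dose of 20 µM compound, 1% DMSO final | Incubation: Cells overnight before dosing, compound overnight, 37 °C, 5% CO2 | Evaluation: GFP/RFP fluorescence ratio | Control set: DMSO and RFP-L50D-GFP cell wells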
CendR NRP1 mod = modulators of CendR peptide binding to NRP-1, primary screen, biochemical, fluorescence polarization, uHTS. Neuropilin-1 (Homo sapiens), O14786. FAM-RPARPAR peptide binding to NRP-1. inhibition, % at 25 µM. actives 0.85% (n = 360,000). AID 602438, 2012;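 active means inhibition or corrected inhibition above about 18%, plus a signal ratio from 0.5 to 1.5, limit read from the data, passing the limit was not always enough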; further: strong numbers were not always called active
Tb MetRS inh = T. brucei MetRS inhibitors, primary screen, biochemical, luminescence; purified T. brucei MetRS, ATP depletion, Kinase-Glo luminescence; inhibition, % at 11.9 µM; AID 624268, 2012; actives 0.4% (n = 360,000); methionyl-tRNA synthetase (Trypanosoma brucei brucei);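 active means inhibition above a per-plate cutoff of the control wells' mean inhibition plus 3 SD, cut at about 5.5% in these data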;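 further: 0% = DMSO wells median and 100% = median of wells with control inhibitor compound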
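assay system = parasite MetRS enzyme | timing = 15 min preincubation, 2 h reaction, all 25 °C | evaluation = percent inhibition relative to median high and low control wells | medium = HEPES buffer containing pyrophosphatase, BSA, spermine, DTT | compound = single dose, 11.9 µM final nominal, 0.9% final DMSO | detection = Kinase-Glo luminescence, ATP depletion format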
bovine MsrA act = bovine MsrA enzyme activators, primary screen, biochemical, absorbance, HTS. purified bovine MsrA, absorbance read-out. activation, % at 10.6 µM. actives 0.3% (n = 360,000); in the data active means activation above about 7.5%;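 further: 0% = vehicle and 100% = reference activator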
PABP1 MLLE inh = inhibitors of PABP1 MLLE–PAM2 peptide binding, primary screen, biochemical, fluorescence polarization, FITC-PAM2, GST-MLLE; Polyadenylate-binding protein 1 (Homo sapiens), P11940; inhibition, % at 20 µM; actives 0.36% (n = 360,000); AID 588489, 2011; in the data active means inhibition above about 35%, passing the limit was not always enough;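 further: plate controls were DMSO wells with GST-MLLE for no effect and wells lacking GST-MLLE protein for full effect; some results filed as inactive read as strong as hits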
Starred values were filed as active, the others as inactive.

SMILES | MsrA inhibitor | FAS-TE inh | SKN-1 inh | eLon inh | MT1-MMP act inh | CendR NRP1 mod | Tb MetRS inh | bovine MsrA act | PABP1 MLLE inh
COc1cccc(C(=O)N/N=C(/CCC(=O)O)c2ccccc2)c1 | 0.5 | -15 | -3 | -3 | 2 | -6 | -0.6 | -4 | -8
CCOc1ccc(NC(=O)CN(C)C(=O)c2cc(-c3ccc(OC)cc3)nc3ccccc23)cc1OCC | 1.1 | 22 | -10 | -3 | -10 | -4 | -0.3 | 4 | -24
COc1cc2ccc(=O)oc2cc1OCC(O)C(C)(C)O (stereo not given) | 0.8 | -8 | 6 | -1 | 8 | 8 | -2.4 | -10 | -1
Cc1ccc(C(=O)C2CCNCC2)cc1 | 0.6 | -9 | 4 | -9 | -1 | 2 | -0.3 | -5 | 1
OC(Cc1nc2ccccc2[nH]1)c1ccccc1Cl (stereo not given) | 0.0 | -8 | 2 | -5 | 0 | 14 | 0.4 | 0 | -10
CN(C)c1ccc(-c2nn3c(-c4ccccc4Cl)nnc3s2)cc1 | 1.6 | 14 | 14 | -12 | 2 | -4 | -0.9 | -5 | -3
O=C(Nc1ccccc1N1CCOCC1)c1ccc([N+](=O)[O-])cc1 | 0.9 | 10 | 8 | 13 | 2 | 11 | -0.3 | -2 | 7
CCOc1cc(C(=O)OCc2ccc(OC)cc2)ccc1OCC(=O)N1CCOCC1 | -0.8 | 4 | 4 | -9 | 7 | -2 | -0.7 | -13 | -1
Cc1nnc(NC(=O)c2cccc(S(=O)(=O)N3CCN(C)CC3)c2)s1 | 1.0 | -9 | 1 | -11 | -3 | 0 | -0.3 | -1 | -46
Cc1ccc(-c2nnc(-c3ccncc3)n2-c2ccc(C)cc2)cc1 | -0.2 | -2 | 3 | 4 | 2 | -1 | -0.6 | 1 | 1
Brc1cc2c(cc1/C=N/Nc1nc3ccccc3s1)OCO2 | 0.5 | -3 | 4 | 1 | -6 | 7 | -0.5 | -4 | -7
COc1ccccc1C(=O)NC(C)c1cccc2ccccc12 (stereo not given) | 1.2 | 5 | -5 | -2 | -5 | 5 | -0.1 | -1 | 8
CN(C)S(=O)(=O)c1cccc(NC(=S)NC(=O)c2ccco2)c1 | 0.3 | 2 | -2 | -5 | 2 | 3 | -0.4 | 11* | 24
COc1cc2sc3cc(NCc4ccc(C)o4)ccc3c(=O)c2cc1OC | 2.7 | 17 | 37* | 2 | 10 | 12 | 0.0 | -2 | -8
Cc1ccccc1NC(=O)c1ccno1 | 1.3 | -4 | -2 | 3 | 4 | 11 | 0.1 | -3 | 0
OC1(c2cccc(C(F)(F)F)c2)CCN(Cc2nc(-c3cnccn3)no2)CC1 | -0.4 | -3 | -12 | 1 | 1 | 5 | -1.0 | -6 | -14
COc1cc(OC)cc(C(=O)N[C@H](C(=O)Nc2nc(-c3ccc(F)c(F)c3)cs2)C(C)C)c1 | -0.8 | -2 | 8 | -16 | 0 | 8 | -0.5 | -4 | 4
CCC(=O)Nc1ccc(NC(=O)CSc2nnnn2-c2cccnc2)cc1C | 0.0 | -7 | 0 | -3 | 4 | 15 | -0.1 | 2 | -2
Cc1cccc(N2C(=O)CC(Sc3nc(C)cc(C)n3)C2=O)c1 (stereo not given) | 0.8 | -6 | 11 | -10 | 6 | 3 | -0.8 | -4 | 15
Cn1c(SCC(=O)N/N=C/c2ccc([N+](=O)[O-])s2)nnc1-c1ccc(Cl)cc1 | -0.8 | -24 | -9 | 6 | -1 | 7 | 0.0 | -1 | -4
COc1ccc(-c2cc(=O)oc3cc(OCC(=O)N(C)C4CCS(=O)(=O)C4)ccc23)cc1 (stereo not given) | 1.8 | -3 | -5 | -4 | 3 | -3 | 0.5 | -10 | 1
COc1ccc(N(C)S(=O)(=O)c2c(C)noc2C)c(OC)c1 | 0.1 | -6 | 6 | 5 | -2 | 8 | -0.7 | -8 | 3
COc1ccc(-c2nc(NC(=O)c3ccccc3)sc2-c2ccc([N+](=O)[O-])cc2)cc1 | 0.4 | -2 | 11 | -13 | -5 | -8 | -0.2 | -4 | -15
Cc1ccc(C)c(/C=C/C(=O)c2ccccc(=O)c2O)c1 | 0.4 | 3 | -4 | -11 | -19 | -36 | -0.8 | -6 | 7
c1csc(C(c2nnnn2C2CCCCC2)N2CCN(c3nc4ccccc4s3)CC2)c1 (stereo not given) | 0.4 | 23 | 14 | -1 | 1 | 2 | -0.5 | -1 | 5

Reprinted at random: five records from the list
SMILES | MsrA inhibitor | FAS-TE inh | SKN-1 inh | eLon inh | MT1-MMP act inh | CendR NRP1 mod | Tb MetRS inh | bovine MsrA act | PABP1 MLLE inh
Cc1nnc(NC(=O)c2cccc(S(=O)(=O)N3CCN(C)CC3)c2)s1 | 1.0 | -9 | 1 | -11 | -3 | 0 | -0.3 | -1 | -46
Cc1ccc(C(=O)C2CCNCC2)cc1 | 0.6 | -9 | 4 | -9 | -1 | 2 | -0.3 | -5 | 1
OC1(c2cccc(C(F)(F)F)c2)CCN(Cc2nc(-c3cnccn3)no2)CC1 | -0.4 | -3 | -12 | 1 | 1 | 5 | -1.0 | -6 | -14
O=C(Nc1ccccc1N1CCOCC1)c1ccc([N+](=O)[O-])cc1 | 0.9 | 10 | 8 | 13 | 2 | 11 | -0.3 | -2 | 7
Cn1c(SCC(=O)N/N=C/c2ccc([N+](=O)[O-])s2)nnc1-c1ccc(Cl)cc1 | -0.8 | -24 | -9 | 6 | -1 | 7 | 0.0 | -1 | -4

(more compounds)
SMILES | MsrA inhibitor | FAS-TE inh | SKN-1 inh | eLon inh | MT1-MMP act inh | CendR NRP1 mod | Tb MetRS inh | bovine MsrA act | PABP1 MLLE inh
Cc1cc(C)c(C)c(OCC(=O)N2CCCCCC2)c1 | 0.9 | -3 | 0 | -3 | 1 | 11 | -0.4 | -1 | -6
COc1ccc(NC(=O)C2Cc3c(-c4ccc(NC(C)=O)cc4)ccnc3O2)cc1 (stereo not given) | 1.1 | -8 | -4 | -3 | 0 | -4 | 0.6 | -2 | 2
CCOC(=O)C1=C(C)N=c2s/c(=C\c3ccc(OCC(=O)O)cc3)c(=O)n2C1c1ccc(Cl)cc1 (stereo not given) | 1.3 | 4 | 16 | -20 | -6 | -173 | 0.5 | 0 | -130
Cc1cc(O)c(C=Nc2cccc(Cl)c2)c(=O)o1 | 0.3 | -10 | -7 | -20 | -3 | -7 | 0.4 | -1 | -18
COc1ccc(NC(=O)c2cc(C3CCCCN3C(=O)c3ccc(C#N)cc3)on2)c(C)c1 (stereo not given) | -1.4 | 1 | -9 | -1 | -2 | 8 | -0.1 | -1 | -4
O=C(CCOc1ccccc1)N1CCN(S(=O)(=O)c2cccs2)CC1 | -0.1 | -7 | -17 | 5 | 2 | -4 | -0.2 | -6 | -9
O=C(CN1CCC(NC(=O)c2ccc(F)cc2)CC1)NCc1ccccc1F | 0.1 | -8 | -1 | -4 | 6 | -2 | -1.7 | -11 | -4
Nc1ccc(SC(F)(F)F)cc1 | 0.6 | -1 | 5 | 9 | -1 | 7 | -0.3 | 0 | 4
COc1ccccc1C(=O)Nc1c2c(nn1-c1cccc(C)c1C)CS(=O)C2 (stereo not given) | 0.3 | -7 | -6 | -3 | 5 | 19 | 0.3 | -2 | -4
CCN(C[C@H]1N[C@@](C)(C(=O)OC)[C@H]2C(=O)N(Cc3ccccc3)C(=O)[C@@H]12)C(=O)c1ccc(C(C)(C)C)cc1 | -1.2 | -1 | 17 | 5 | 1 | 13 | -1.4 | -2 | -10
Cc1ccc(CNC(=O)COc2cc(O)c3c(c2)OC(C)(C)CC3=O)cc1 | 0.4 | 15 | 8 | -2 | -1 | -3 | 0.3 | -2 | -2
COc1ccc(C(=O)NCC(c2ccco2)N2CCOCC2)cc1 (stereo not given) | 1.4 | -5 | 11 | -5 | -1 | -13 | 0.7 | 1 | -1
C[C@@H]1CN([C@@H](C)CO)C(=O)CCCn2nncc2CO[C@H]1CN(C)Cc1ccc2c(c1)OCCO2 | 2.0 | -3 | -1 | -10 | 2 | 3 | -1.8 | -3 | -8
COc1ccc(C(=O)c2c(O)cc(-c3ccc(OC)cc3)oc2=O)cc1 | 2.3 | -10 | 5 | 1 | -2 | -3 | -0.4 | -3 | -3
Cc1cc(C)n(-c2nnc(C)n2NS(=O)(=O)c2ccc(F)cc2)n1 | 0.3 | -9 | -8 | 0 | 4 | 10 | -0.7 | -6 | 2
Brc1ccccc1C1N=C(c2ccccc2)NO1 (stereo not given) | 0.2 | -2 | 10 | -4 | 1 | 2 | -0.3 | -1 | 16
O=C(O)c1ccccc1-c1ccccc1C(=O)Nc1ccccc1-c1ccccc1 | -0.5 | -1 | -2 | 3 | -3 | 12 | 0.0 | -2 | 3
O=C(NCCN1CCOCC1)c1cc2ccccc2oc1=O | 0.7 | 1 | 12 | -2 | 3 | -6 | -0.4 | -4 | 4
Cc1nc2ccccc2n1C1CCN(C(=O)Nc2ccccc2)CC1 | -1.0 | -5 | 6 | -7 | 0 | 1 | 2.3 | -14 | 2
Cc1ccccc1NC(=O)c1ccc2c(O)c(S(=O)(=O)c3ccccc3)c(=O)[nH]c2c1 | 2.4 | -8 | 5 | -3 | -3 | -1 | -0.2 | -2 | 19
Fc1cccc(/C=N/n2c(C3CCCCC3)n[nH]c2=S)c1 | 1.6 | 4 | 12 | 6 | 3 | -3 | 0.5 | 0 | -89
CN1CCc2c(sc(NC(=O)CS(=O)(=O)c3ccccc3)c2C(N)=O)C1 | 2.2 | -8 | -7 | 2 | 12 | -4 | -0.6 | -5 | -1
CC1(C)CN(c2ccc(Br)cc2)C(=O)[C@H]1CC(=O)Nc1ccccc1 | -0.4 | 10 | 11 | 3 | -5 | -3 | -0.3 | -3 | 2
COc1ccc2nc(SCC(=O)Nc3nccs3)[nH]c2c1 | 2.0 | -4 | 4 | -7 | 1 | 0 | 0.1 | 4 | 11
Cn1c(SCC(=O)N2CCOCC2)nnc1-c1ccc2ncccc2c1 | 0.1 | -4 | 4 | -2 | -2 | 0 | 0.2 | 1 | -13
c1cncc(-c2nc3c(ccc4ccccc43)[nH]2)c1 | 2.1 | -4 | 11 | -7 | -5 | -51 | 1.6 | -4 | -17
C[C@H](CO)N1C[C@H](C)[C@@H](CN(C)S(=O)(=O)c2cn(C)cn2)Oc2cc(Br)ccc2S1(=O)=O | 0.8 | -6 | 2 | -5 | -1 | 2 | -1.0 | -2 | -4
COc1cc(C)c(NC(=O)C(=S)NCc2ccccc2)cc1C | 1.6 | 21 | -3 | 1 | -7 | 4 | -0.9 | -7 | 30
CC1CCCCC1NC(=O)CCS(=O)(=O)c1ccc2c(c1)NC(=O)CS2 (stereo not given) | 0.2 | -4 | 14 | -14 | -2 | -12 | 0.1 | -3 | -13

Screens: PubChem, several laboratories
